Pf gametocyte: late stage P. falciparum gametocyte viability inhibitors, primary screen, ATP luminescence, HTS | P. falciparum stage V gametocytes, 24 h | inhibition, % at 10.9 µM | 0.065% of 150,000 active;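 active means inhibition above the mean plus 3 SD of compounds within the control limits, set per campaign, cut at about 38% in these data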;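 further: 0% = DMSO wells and 100% = medium only without gametocytes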
Rac1 act GTP bind: GTP binding modulators of activated mutant Rac1, primary screen, biochemical, bead-based flow cytometry, multiplex, fluorescent GTP. percent activity (GTP binding), % at 10 µM. GST-Rac1 activated beads; actives lie on both sides; 100% means binding = to untreated wells. Ras-related C3 botulinum toxin substrate 1 (Homo sapiens), P63000. 0.11% of 190,000 active;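 active means GTP binding at least 20 percentage points away from the 100% baseline, in either direction, so actives lie on both sides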
Rab7 wt modul: modulators of GTP binding to Rab7, primary screen, biochemical, wildtype, multiplex bead flow cytometry | GST-Rab7 beads, fluorescent GTP binding; actives lie on both sides; untreated = 100%, excess cold GTP = 0% | 0.055% of 190,000 active | Rab7 GTPase wild type (dog), Bodipy-FL-GTP binding | GTP binding activity (percent of control), % at 10 µM;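 active means fluorescent GTP binding to Rab7 beads changed by at least 20 points from the 100% baseline, either direction, mostly lower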;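 further: median green fluorescence of bound Bodipy-FL-GTP per Rab7 bead population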
Rab2 wt GTP: modulators of GTP binding to Rab2A wildtype, primary screen, biochemical, dog, bead-based flow cytometry, multiplex. 0.19% of 190,000 active. AID 760, 2007. GTP binding activity, % at 10 µM. GST-Rab2 wt beads, Bodipy-GTP binding;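 active means GTP binding activity at least 20 points away from 100%, either lowered or raised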;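 further: 0% = beads with excess unlabeled GTP and 100% = no-compound control corrected for plate trend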
Cdc42 wt GTP: modulators of GTP binding to wildtype Cdc42, primary screen, biochemical, multiplex bead flow cytometry, Bodipy-GTP. 0.2% of 190,000 active. percent activity (GTP binding), % at 10 µM. AID 761, 2007. GST-Cdc42 beads; actives lie on both sides;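 active means percent activity GTP binding at least 20 points away from the 100% baseline, either down as inhibitor or up as activator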;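 further: median bead fluorescence of bound Bodipy-FL-GTP at 100 nM; 0% = excess unlabeled GTP control and 100% = no compound control; below 100% means less GTP binding so inhibitor and above means activator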
Target sequence (P60953 whole entry, looked up): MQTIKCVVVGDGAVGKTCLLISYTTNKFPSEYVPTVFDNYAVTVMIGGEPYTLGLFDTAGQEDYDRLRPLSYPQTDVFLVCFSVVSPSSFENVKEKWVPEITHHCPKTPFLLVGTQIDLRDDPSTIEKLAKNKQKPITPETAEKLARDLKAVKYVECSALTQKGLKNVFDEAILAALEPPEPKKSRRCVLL
Mcl1-Noxa inh: Mcl-1/Noxa binding inhibitors, primary screen, biochemical, TR-FRET, 1536-well | 1.5% of 220,000 active | TR-FRET Mcl-1/Noxa peptide binding, 2 h | Induced myeloid leukemia cell differentiation protein Mcl-1 (Homo sapiens), Q07820 | inhibition, % at 21.7 µM;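 active means compounds that cut the protein-peptide binding signal by more than 50% relative to plate controls in a single-dose test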;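 further: His-tagged Mcl-1 with rhodamine Noxa BH3 peptide and terbium anti-His antibody; 0% = Mcl-1 plus Noxa peptide wells and 100% = peptide-only wells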
Target sequence (Q07820 whole entry, looked up): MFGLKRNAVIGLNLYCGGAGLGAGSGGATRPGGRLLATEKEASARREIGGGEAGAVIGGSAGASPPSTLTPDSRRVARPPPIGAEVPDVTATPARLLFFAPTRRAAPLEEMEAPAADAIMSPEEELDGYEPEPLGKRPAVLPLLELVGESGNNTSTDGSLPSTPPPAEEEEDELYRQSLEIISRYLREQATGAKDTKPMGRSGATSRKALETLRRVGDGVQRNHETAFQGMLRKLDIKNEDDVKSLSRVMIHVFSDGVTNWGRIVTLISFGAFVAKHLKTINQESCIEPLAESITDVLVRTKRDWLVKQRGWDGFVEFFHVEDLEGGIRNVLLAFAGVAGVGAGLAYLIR
Mcl-1 Bim block: inhibitors of Bim peptide binding to Mcl-1, primary screen, biochemical, bead-based flow cytometry, multiplex. 0.1% of 190,000 active. Bim peptide-Mcl-1 binding. inhibition, % at 10 µM. Induced myeloid leukemia cell differentiation protein Mcl-1 (Homo sapiens), Q07820. AID 1009, 2008; in the data active means inhibition above about 40%;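 further: 0% = no compound tracer wells and 100% = peptide blocker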
HRas wt GTP bind: modulators of GTP binding to HRas wildtype, primary screen, biochemical, bead-based flow cytometry, multiplex; 0.14% of 190,000 active; AID 759, 2007; GTP binding activity, % at 10 µM; GST-Ras wt beads, Bodipy-FL-GTP binding; actives lie on both sides; GTPase HRas (Homo sapiens), P01112;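 active means GTP binding activity at least 20% away from the 100% baseline, either lowered as inhibitor or raised as activator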;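 further: 0% = unlabeled GTP competition control and 100% = no-compound control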
Target sequence (P01112 whole entry, looked up): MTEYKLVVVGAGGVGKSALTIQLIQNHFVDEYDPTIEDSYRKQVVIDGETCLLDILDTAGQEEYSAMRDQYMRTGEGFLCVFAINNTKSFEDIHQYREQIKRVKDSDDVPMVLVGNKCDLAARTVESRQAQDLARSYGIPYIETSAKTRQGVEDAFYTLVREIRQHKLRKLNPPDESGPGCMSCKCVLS
Mcl1-Bid inh: Mcl-1/Bid binding inhibitors, primary screen, biochemical, TR-FRET, 1536-well | Induced myeloid leukemia cell differentiation protein Mcl-1 (Homo sapiens), Q07820 | TR-FRET Mcl-1/Bid-Dy647 peptide binding | 0.97% of 220,000 active | inhibition, % at 21.7 µM;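 active means compounds that cut the binding signal by more than half at the single screening dose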;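 further: His-tagged Mcl-1 with europium anti-His antibody binding Bid BH3 peptide; 0% = Mcl-1 plus peptide wells and 100% = peptide-only wells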
Rac1 wt GTP bind: wildtype Rac1 GTP binding modulators, primary screen, biochemical, GST-Rac1 beads, flow cytometry, multiplex. Ras-related C3 botulinum toxin substrate 1 (Homo sapiens), P63000. GTP binding activity (% of control), % at 10 µM. fluorescent GTP binding; actives lie on both sides; 0 = cold GTP competed, 100 = untreated. 0.27% of 190,000 active;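 active means GTP binding activity at least 20 points away from the 100% control level, either lower or higher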
Avidin fluor: green autofluorescence of compounds with avidin beads – biophysical, 488/530 nm, flow cytometry, artefact control, profiling panel | compound fluorescence 488/530 nm; hits give high values | 0.38% of 220,000 active | fluorescence (KMESF) at 10 µM; in the data active means fluorescence above about 47; further: inactives centre near 10
The depositor's hits bear a star; nt = not tested or not shown.

1) c1ccc(Nc2nc(N3CCCCC3)nc(N3CCCCC3)n2)cc1
2) COc1cc(CC(NC(C)=O)C(=O)NC2CCN(C(=O)Nc3ccccc3Cl)CC2)cc(OC)c1 (centres undefined)
3) COC(=O)c1ccc2c(=O)n(-c3ccc(OC)cc3)c(=S)[nH]c2c1
4) CN(C)CCCN(Cc1ccccc1)C(=S)Nc1ccc(SC(F)F)cc1
5) O=C(N1CCOCC1)N1CCN(c2ccccn2)CC1
6) CCc1c(C)n([O-])c2c([n+]1=O)CCC2
7) COc1ccc(Cl)cc1N1C(=O)C2CCCN2C1c1sccc1C (centres undefined)
8) O=C(Nc1ccccc1N1CCCCC1)c1ccc(Cl)c([N+](=O)[O-])c1
9) COc1cccc(C(C(=O)NC2CCCC2)N(Cc2ccc(C)cc2)C(=O)c2ccco2)c1OC (centres undefined)
10) COc1ccc(C(=O)c2oc3ccc(OC)cc3c2NC(C)=O)cc1
Screen / compound no.	1	2	3	4	5	6	7	8	9	10
Pf gametocyte	nt	-16	5	-11	nt	-9	-10	nt	-32	3
Rac1 act GTP bind	98	99	94	98	98	94	94	93	100	96
Rab7 wt modul	101	99	100	92	101	96	95	103	100	104
Rab2 wt GTP	101	98	96	101	101	97	94	98	99	99
Cdc42 wt GTP	103	97	93	101	99	98	93	94	100	96
Mcl1-Noxa inh	4	-3	14	9	-11	-6	16	13	-8	-6
Mcl-1 Bim block	-5	-1	-64	-1	0	-4	1	0	-2	-2
HRas wt GTP bind	100	96	94	98	99	94	97	96	100	99
Mcl1-Bid inh	-9	-31	-42	-23	22	-4	-8	-18	-1	-8
Rac1 wt GTP bind	101	99	96	99	99	94	98	96	101	98
Avidin fluor	25	12	5	13	9	6	6	8	24	24

11) CCOC(=O)CCNC(=O)N1CCCC(CNS(=O)(=O)Cc2ccccc2)C1 (centres undefined)
12) CCc1cc2c(SCC(=O)N(CC)c3c(N)n(Cc4ccccc4)c(=O)[nH]c3=O)ncnc2s1
13) Cc1noc(C)c1CSc1nc2ccccc2c(=O)n1-c1ccc(Cl)cc1
14) Cc1ccc(S(=O)(=O)N2CCC(C(=O)N[C@@H](C)C(=O)NCc3ccccc3)CC2)cc1
15) N/C(=N/OC(=O)c1ccccc1Cl)c1nonc1N
16) CCCCn1ccnc1C(=O)c1ccc(S(=O)(=O)N(CCOC)CCOC)cc1
17) CCC(c1nnnn1Cc1ccco1)N(CCN1CCOCC1)Cc1cc2cc(C)ccc2[nH]c1=O (centres undefined)
18) O=C(O)Cc1sc(-c2ccccc2Cl)nc1-c1ccccc1
19) O=C(N/N=C/c1ccsc1)c1cc(-c2cccs2)nc2ccccc12
20) O=C(O)C1CCN(C(=O)COc2ccc(Br)cc2)CC1
Screen / compound no.	11	12	13	14	15	16	17	18	19	20
Pf gametocyte	8	5	-5	nt	14	nt	-29	10	17	-10
Rac1 act GTP bind	94	97	100	100	97	102	94	94	100	95
Rab7 wt modul	96	104	97	104	94	98	96	92	99	104
Rab2 wt GTP	96	98	99	102	98	101	96	94	94	98
Cdc42 wt GTP	95	99	99	100	97	103	97	90	98	99
Mcl1-Noxa inh	10	4	-157	-1	13	-4	nt	11	1	22
Mcl-1 Bim block	1	-1	-1	-4	0	0	1	-2	-24	3
HRas wt GTP bind	94	99	100	104	95	102	98	94	99	99
Mcl1-Bid inh	-44	-3	-11	-15	-8	-31	-9	-12	-4	4
Rac1 wt GTP bind	95	99	102	104	99	107	91	94	101	105
Avidin fluor	12	21	9	9	24	30	10	12	3	12

5 compounds from above with just Rab2 wt GTP, HRas wt GTP bind and Mcl-1 Bim block:
no.	Compound	Rab2 wt GTP	HRas wt GTP bind	Mcl-1 Bim block
13	Cc1noc(C)c1CSc1nc2ccccc2c(=O)n1-c1ccc(Cl)cc1	99	100	-1
14	Cc1ccc(S(=O)(=O)N2CCC(C(=O)N[C@@H](C)C(=O)NCc3ccccc3)CC2)cc1	102	104	-4
15	N/C(=N/OC(=O)c1ccccc1Cl)c1nonc1N	98	95	0
16	CCCCn1ccnc1C(=O)c1ccc(S(=O)(=O)N(CCOC)CCOC)cc1	101	102	0
17	CCC(c1nnnn1Cc1ccco1)N(CCN1CCOCC1)Cc1cc2cc(C)ccc2[nH]c1=O (centres undefined)	96	98	1

(next part)
21) COc1ccc(OC)c(NC(=O)C2CCN(c3ncccn3)CC2)c1
22) Cc1nn(-c2ccc(F)cc2)c(Cl)c1/C=N/NC(=O)c1cccc(S(=O)(=O)N2CCCC2)c1
23) O=C(Nc1ccccc1F)c1ccc([N+](=O)[O-])s1
24) COc1ccc(CNC(=O)CCN2C(=S)NC(C)(C)CC2C)cc1 (centres undefined)
25) COc1ccc(C(O)C(CN2CCOCC2)c2ccccc2)cc1F (centres undefined)
26) CC(C)CN(CC(C)C)S(=O)(=O)N1CCC(C(=O)NCc2ccc3c(c2)OCO3)CC1
27) O=C(Nc1cccc(S(=O)(=O)NC2=NCCCCC2)c1)c1cc(-c2ccc(Cl)cc2)nc2ccccc12
28) O=C(C(c1ccccc1)c1ccccc1)N(Cc1ccco1)C1CCS(=O)(=O)C1 (centres undefined)
29) N=c1oc2ccc3ccccc3c2cc1-c1nnc2n1CCCCC2
30) CCCn1c(NC(=O)c2ccc(C)cc2)nc2ccccc21
Screen / compound no.	21	22	23	24	25	26	27	28	29	30
Pf gametocyte	-1	nt	-23	5	12	16	2	nt	nt	-26
Rac1 act GTP bind	101	101	92	95	95	95	96	98	103	98
Rab7 wt modul	95	98	103	97	94	106	100	101	108	98
Rab2 wt GTP	102	100	99	95	95	97	95	104	112	99
Cdc42 wt GTP	104	106	92	97	97	97	97	106	111	99
Mcl1-Noxa inh	4	-8	20	13	21	11	-10	8	18	-36
Mcl-1 Bim block	-1	-5	0	-1	-4	-3	0	-2	-2	1
HRas wt GTP bind	102	103	96	96	99	98	98	103	113	97
Mcl1-Bid inh	6	-10	-22	-51	20	-19	-13	4	-32	-28
Rac1 wt GTP bind	102	108	95	95	95	94	101	102	108	104
Avidin fluor	5	11	9	9	12	11	5	18	21	7

31) O=C(CNC(=O)C12CC3CC(CC(C3)C1)C2)N1CCN(S(=O)(=O)c2cccs2)CC1
32) COc1ccc(N2C3=C(CC4=C2CC(C)(C)CC4=O)C(=O)CC(C)(C)C3)cc1
33) O=C(OCc1ccccc1)C1=[N+]([O-])OC(C(=O)OCc2ccccc2)C1c1c[nH]c2ccccc12 (centres undefined)
34) CCC(C)n1nccc1NC(=O)C(C)Cl (centres undefined)
35) Cc1ccc(CC23CN4CCN(CC(C4)C2O)C3)c(C)c1 (centres undefined)
36) Cc1ccccc1OCC(=O)Nc1cc(Cl)ccc1Oc1ccccc1
37) Cn1cccc1CC(=O)N/N=C/C=C/c1ccco1
38) O=C(Nc1ccc(N2CCN(c3ccc(O)cc3)CC2)cc1)Oc1ccccc1
39) COc1ccc(S(=O)(=O)N(C)C)cc1NC(=O)CSc1ncccn1
40) CC(C)OC(=O)/C(=C/c1ccc(Br)cc1)NC(=O)c1ccco1
41) CCCCn1nc2cc(C(=O)NCCc3cccs3)ccc2c1OCC
42) CC(=O)Nc1ccc(C(=O)N/N=C(\C)CC(=O)Nc2ccc(OCc3ccccc3)cc2)cc1
43) Cc1nc(NC(=O)c2ccc(F)cc2)nc2cc3c(cc12)OCO3
Screen / compound no.	31	32	33	34	35	36	37	38	39	40	41	42	43
Pf gametocyte	15	9	nt	7	-19	-2	-19	2	-1	-10	-13	14	nt
Rac1 act GTP bind	101	88	98	100	103	99	96	100	98	100	97	99	102
Rab7 wt modul	94	96	97	96	104	93	95	94	96	96	102	102	100
Rab2 wt GTP	100	97	100	99	111	99	98	94	97	100	100	99	106
Cdc42 wt GTP	103	98	102	101	112	105	100	100	99	106	101	100	104
Mcl1-Noxa inh	-1	17	8	1	2	4	12	29	11	4	3	-1	2
Mcl-1 Bim block	-8	-2	1	0	-3	-4	1	0	-3	-4	-1	-2	0
HRas wt GTP bind	99	100	101	97	110	99	99	96	98	102	101	101	104
Mcl1-Bid inh	-9	-50	-20	-19	-49	6	-10	-58	-2	-14	-27	47	-16
Rac1 wt GTP bind	105	97	102	100	105	103	102	100	101	107	99	102	103
Avidin fluor	13	13	11	10	69*	5	4	12	12	12	7	12	8

Source: PubChem
